Cardio protect = modulators protecting cardiomyocytes from myocardial damage. AID 588492. protection from H2O2 cell death, % at 20 µM. hit rate 0.63% among 360,000. H9c2 cardiomyocytes, H2O2 injury protection, ATPLite, 2 h;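 active means compounds giving at least 50% protection of heart cells from peroxide-induced death in the single-dose screen, raw or plate-pattern-corrected value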;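 further: 0% = DMSO wells with peroxide and 100% = DMSO wells without peroxide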
MC4R antag cAMP = antagonists of human melanocortin 4 receptor (MC4R) | P32245 | MC4R-expressing cells, MTII-stimulated cAMP, LANCE TR-FRET | inhibition, % at 6.5 µM | hit rate 0.48% among 360,000 | AID 540295;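 active means inhibition above its plate's cutoff, the mean of tested wells on that plate plus 3 SD, cut at about 29% in these data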;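 further: 0% = Melanotan II alone and 100% = Melanotan II plus saturating MCL0020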
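Material: human MC4R-expressing U2OS cells. Probe or stimulus: Melanotan II challenge. Dosing: 6.5 µM single dose. Times: 30-min compound, 1-h challenge, 1-h detection, room temperature. Technique: TR-FRET with Eu-cAMP and labeled anti-cAMP, 671 nm. Replication: singlicate.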
CaV13 ICDI inh = Disruptors of the CACNA1D IQ motif to Ca2+-dependent inactivation inhibitor domain association, primary screening, Förster resonance energy transfer in intact living …. HEK cells, CFP/YFP FRET ICDI-IQ, plate reader, 10 min; percent FRET-ratio fall versus neutral wells. inhibition, % at 12.3 µM. hit rate 0.098% among 340,000. AID 743397;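 active means mean replicate inhibition of at least 30% and at least 1% of replicates passing that level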;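 further: 0% = median of the neutral control wells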
MC4R ag barr = activates human MC4R beta-arrestin recruitment | U2OS MC4R beta-arrestin complementation, luminescence; percent of melanotan II response, DMSO zero | activation, % at 8.9 µM | hit rate 0.98% among 360,000 | AID 540308;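 active means activation above a per-plate cutoff, the mean activation of sample wells on that plate plus 3 SD, cut at about 8% in these data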
N-glyco inh = N-linked glycosylation inhibition | D54 ERlucT glycosylation luciferase reporter, 24 h; percent of 100 nM tunicamycin response | reporter increase, % at 12.5 µM | hit rate 0.23% among 360,000 | AID 588692;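 active means mean luciferase reporter signal, scaled so untreated is 0 and the glycosylation-blocking control 100, at or above a set limit in every replicate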;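 further: luciferase carries N-glycosylation sites so blocking glycosylation raises the light; 0% = median of neutral control wells and 100% = median of 100 nM tunicamycin wells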
Vif inh = blocks HIV Vif function; HEK293T cells, Vif self-association by quenched fluorescence, imaging, 24 h; inhibition, % at 7.49 µM; hit rate 0.35% among 340,000; AID 602346; in the data active means inhibition above about 50%, passing the limit was not always enough; further: some results filed as inactive read as strong as hits
m5-HT2A agonist = mouse HTR2A agonism via beta-arrestin recruitment | CHO-K1 mHTR2A beta-arrestin complementation, luminescence; percent of 30 µM serotonin response | P35363 | activation, % at 7.6 µM | hit rate 0.66% among 360,000;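 active means activation above a run cutoff, the mean activation of all tested compounds plus 3 SD, cut at about 14% in these data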;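 further: 0% = plate median of compound wells and 100% = 30 µM serotonin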
aDG glyco act = alpha-DG glycosylation activation. hit rate 0.22% among 360,000. AID 624168. activation, % at 10 µM. Pro5-aDG cells, alpha-DG glycosylation AlphaScreen (IIH6); 0% Pro5, 100% B10-LARGE cell signal;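 active means activation of at least 8% versus controls, or a plate z-score of at least 8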;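 further: Pro5 are CHO cells carrying HIG-tagged alpha-DG that lacks glycosylation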
ABCB6 inh MLPCN = blocks the human ABCB6 transporter. K562-ABCB6 porphyrin accumulation, flow cytometry, 1 h; stronger effect = lower value. fluorescence ratio to DMSO, % at 10 µM. hit rate 0.19% among 360,000. AID 602162;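 active means fluorescence ratio to DMSO below 75%, the collection mean minus 3 SD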;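 further: signal is porphyrin accumulated inside mitochondria; 100% equals median channel fluorescence of DMSO control wells; lower ratio means ABCB6 inhibition with less porphyrin fluorescence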
Target sequence (Q9NP58 whole entry, looked up): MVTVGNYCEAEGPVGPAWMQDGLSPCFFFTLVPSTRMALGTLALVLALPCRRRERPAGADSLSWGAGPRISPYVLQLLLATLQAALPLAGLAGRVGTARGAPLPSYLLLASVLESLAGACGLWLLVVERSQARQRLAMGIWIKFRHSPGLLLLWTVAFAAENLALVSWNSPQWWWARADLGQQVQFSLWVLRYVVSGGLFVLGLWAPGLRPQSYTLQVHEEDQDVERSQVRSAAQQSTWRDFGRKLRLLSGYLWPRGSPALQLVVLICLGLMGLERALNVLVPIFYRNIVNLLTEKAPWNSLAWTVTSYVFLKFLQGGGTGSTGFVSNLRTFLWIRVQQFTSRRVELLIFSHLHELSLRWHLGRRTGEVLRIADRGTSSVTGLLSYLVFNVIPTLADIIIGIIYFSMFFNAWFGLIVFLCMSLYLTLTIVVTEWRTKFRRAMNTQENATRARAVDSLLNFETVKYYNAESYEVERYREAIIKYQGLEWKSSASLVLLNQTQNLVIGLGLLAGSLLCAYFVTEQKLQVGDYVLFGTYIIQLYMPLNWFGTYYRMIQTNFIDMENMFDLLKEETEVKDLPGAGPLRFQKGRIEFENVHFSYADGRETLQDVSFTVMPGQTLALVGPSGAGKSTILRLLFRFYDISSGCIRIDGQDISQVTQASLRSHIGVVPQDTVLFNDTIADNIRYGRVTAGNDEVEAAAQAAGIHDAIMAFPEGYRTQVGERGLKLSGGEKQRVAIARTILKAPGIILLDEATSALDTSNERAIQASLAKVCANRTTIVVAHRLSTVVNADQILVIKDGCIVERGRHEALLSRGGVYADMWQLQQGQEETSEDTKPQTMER
PDI turbidity = inhibitors of human protein disulfide isomerase; PDI insulin aggregation turbidity, A650, 90 min; inhibition, % at 10 µM; hit rate 0.052% among 350,000; AID 588391;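 active means mean inhibition across replicates of 30% or more, whatever share of single replicates reach that level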;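 further: absorbance from insulin aggregation driven by PDI reduction with DTT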
* = called active by the depositor; . = not tested or not shown.

SMILES	Cardio protect	MC4R antag cAMP	CaV13 ICDI inh	MC4R ag barr	N-glyco inh	Vif inh	m5-HT2A agonist	aDG glyco act	ABCB6 inh MLPCN	PDI turbidity
Cn1c(=O)c2c(ncn2CC(=O)N/N=C/C=C/c2ccccc2)n(C)c1=O	3.9	-3.5	-5.1	-0.1	8.5	-0.2	1.1	0.0	97.0	4.1
CC1(C(=O)O)CCCN(C(=O)C2(c3ccc(Cl)cc3)CCCC2)C1 (stereo not drawn)	0.2	2.8	-6.4	-0.3	-0.1	8.2	3.0	0.5	101.0	-2.0
CCN1CCN(c2cc(=O)n(C3CCCCC3)c(=O)[nH]2)CC1	-1.7	2.4	-4.1	1.5	-0.2	-4.4	3.7	-0.3	100.0	.
CCS(=O)(=O)N1CCC2(CC1)OCCN2S(=O)(=O)c1ccc(C)cc1	-0.9	4.5	-4.4	-3.6	-0.2	-3.8	4.1	-0.2	97.0	0.7
Cc1ccc(C)c(OC(=O)c2cccc(S(=O)(=O)N3CCN(C)CC3)c2)c1	-4.0	4.0	.	-1.7	0.3	6.0	-3.5	0.0	97.0	10.4
CO/N=C(/CS(=O)(=O)c1ccc(Br)cc1)c1ccc(OC)cc1	-11.9	1.1	-6.4	-2.0	2.1	1.3	-1.1	-0.3	93.0	-2.9
O=[N+]([O-])c1ccc(COc2ccccc2CN2CCCC2)cc1	0.0	9.3	.	0.2	3.2	.	-4.6	0.1	94.0	-2.1
Cc1nn(-c2cc(N3CCOCC3)ccc2N)c(=O)c2ccccc12	2.4	-4.8	-4.1	-3.7	2.5	-3.4	-4.6	-0.1	97.0	13.4
Cc1ccc(CNC(=O)C(NS(=O)(=O)c2ccc3nc(C)sc3c2)C(C)C)cc1 (stereo not drawn)	4.0	26.2	5.9	-0.1	-1.5	2.5	-3.3	0.0	100.0	-4.6
O=S(=O)(c1cccs1)N1CCN(c2ccccn2)CC1	11.1	8.8	-4.8	1.2	1.8	1.2	1.1	-0.1	99.0	5.1
COc1cccc(C(=O)c2cc3ccc(O)cc3oc2=O)c1	3.0	10.2	-3.6	-1.4	0.2	-11.0	3.0	-0.6	98.0	6.1
Nn1cnnc1N/N=C/c1ccc(Cl)c([N+](=O)[O-])c1	-1.9	1.8	1.3	0.0	7.2	-1.3	-2.9	0.1	97.0	-4.9
CCN(CC)S(=O)(=O)c1ccc2oc(C(=O)Nc3ccc(OC)cc3OC)c(C)c2c1	-2.0	3.9	-5.0	-0.7	0.4	-12.0	-3.6	0.0	92.0	-1.5
COCCNc1ncnc2c1[nH]c1ccccc12	-4.3	16.7	-2.6	0.5	2.4	-7.0	0.0	0.2	99.0	-3.8
O=C(O)c1[nH]c2ccccc2c1NS(=O)(=O)c1ccc(F)cc1	-4.2	-3.1	-7.3	-3.0	0.0	4.0	1.1	0.4	98.0	-0.5
Cc1ccc(Cc2c(-c3cccc(Br)c3)nc3ccc(Cl)cn23)cc1	-1.5	.	-5.1	.	-4.1	.	0.7	0.2	97.0	.
Cc1cccc(-n2nc3c(c2NC(=O)c2ccco2)CS(=O)(=O)C3)c1C	8.3	10.6	4.0	-1.7	2.9	-8.2	-3.0	-0.3	100.0	-1.3
CCOC(=O)c1cnc2c(c(C)nn2-c2ccc(C)cc2)c1Cl	-3.1	25.1	-19.8	0.5	1.8	-13.0	5.1	0.3	99.0	-3.3
Nc1ccn([C@@H]2O[C@H](CNCc3ccc(Oc4cc(-n5cccn5)ncn4)cc3)[C@@H](O)[C@H]2O)c(=O)n1	1.8	0.1	-5.7	-0.4	2.4	6.2	-3.2	0.0	98.0	9.3
Cc1ccc(O)c(C2=NOC(O)(C(F)(F)F)C2)c1 (stereo not drawn)	-1.4	-5.6	-5.6	-0.9	0.8	-1.2	-2.0	0.1	99.0	3.1
COc1ccc(C2=NNC(c3cccs3)=Nc3ccc(OC)cc32)cc1	14.8	1.4	-5.4	-0.6	-2.9	-1.2	-6.7	-0.3	97.0	-4.7
NC(=S)N/N=C/c1ccc(-c2cc(Cl)c(Cl)cc2Cl)o1	0.2	0.6	-3.7	3.6	-1.4	-2.6	6.9	2.0	99.0	2.9
O=C(NCC(=O)N1CCc2ccccc2C1)c1ccc(Cl)cc1Cl	-1.0	2.5	-17.8	-1.6	1.8	-7.1	-0.7	0.1	100.0	4.2
Cc1nn(C)cc1/C=N/NC(=O)c1ccco1	-3.0	-5.7	-19.0	-2.3	0.0	-5.5	-0.7	0.2	98.0	-0.9
O=C1CCCN1CCCNc1ccc2nnc(CCC(=O)N3CCN(c4ccc(F)cc4)CC3)n2n1	-2.8	0.2	-14.8	0.2	1.6	-6.8	-5.4	-0.1	94.0	-0.6
CCn1c(O)c(C2=NCCCC2)c2ccccc21	11.1	2.3	-3.7	-0.9	2.2	-3.4	0.1	0.1	100.0	4.9
COc1ccc(NC(=O)c2ccc(COc3ccccc3OC)o2)cc1OC	9.1	0.1	.	-0.8	-0.9	.	-6.6	0.2	90.0	17.0
Cc1ccc(NC(=O)COC(=O)CCc2c[nH]c3ccccc23)cc1	1.6	1.0	-6.2	-0.2	3.1	5.0	-0.8	-0.3	94.0	-0.3
CCc1nc2ccc(C(=O)N3CCC(O)(Cc4ccccc4)CC3)cn2c1N(C)C(=O)Cc1ccccc1	7.0	9.6	-6.3	-0.8	-1.8	10.1	-2.6	-0.2	92.0	-1.6
COCCNC(=O)CSc1nnc(CCCN2C(=O)c3cccc4cccc(c34)C2=O)n1-c1ccccc1	30.5	-4.9	-1.8	-1.2	-2.7	-4.2	-0.9	-0.1	124.0	1.3
Cc1cc(NC(=O)Cn2nnc(-c3ccccc3N)n2)no1	2.7	-4.0	-4.1	-0.9	2.0	-13.6	-1.0	-0.2	92.0	-6.3
O=C(c1ccco1)N1CCN=C1SCc1cccnc1	4.1	-0.3	.	-0.3	-0.7	6.0	4.1	-0.1	91.0	-11.8
O=C(Nc1nccs1)c1cc([N+](=O)[O-])ccc1Cl	-3.1	7.5	-4.6	-0.1	-1.0	1.8	-1.5	0.2	98.0	2.3
COCCN1Cc2cccc(C(=O)NCc3ccccn3)c2C1=O	9.7	6.1	-7.0	-1.1	1.7	-4.0	0.5	0.1	91.0	.
O=[N+]([O-])c1ccc2oc(C3CCCCC3)nc2c1	-5.7	24.7	-2.6	2.6	-2.0	1.4	-0.6	-0.2	102.0	-0.9
CCn1c(CCCNC(=O)c2cccs2)nc2ccccc21	-0.5	11.8	-3.2	2.3	1.1	-7.4	-0.1	-0.1	92.0	.
COc1cccc(-c2cnc3cccnn23)c1	-7.7	2.9	-6.0	0.2	-4.5	-5.4	-1.6	0.1	104.0	12.0
Cc1nc(N2CCN(c3ccccn3)CC2)c2c(C)c(C(=O)N3CCN(c4cccc(Cl)c4)CC3)sc2n1	9.0	2.8	-3.4	-0.1	-4.8	-3.4	-4.8	-0.1	93.0	3.0
COc1ccc(C=C2NC(=S)NC2=O)cc1	-4.5	-23.4	-2.2	-2.1	0.7	0.6	2.8	0.7	98.0	-4.6
O=S(=O)(Nc1ccccc1)C1CCCCC1	0.5	8.1	-5.2	4.6	1.3	2.4	-1.8	0.2	104.0	1.3
O=C1CC(NCCN2CCOCC2)C(=O)N1Cc1ccc(N2CCCC2=O)cc1 (stereo not drawn)	-1.1	-2.0	0.8	3.6	-0.5	4.1	-2.2	-0.3	98.0	5.4
CCN(CC)c1ccc(NS(=O)(=O)c2ccc(OC)cc2)cc1	-0.4	4.1	-1.1	-1.5	0.9	-2.4	-1.1	-0.1	102.0	-2.8
COc1cc(CN(C)C(C)C(=O)Nc2ccc([N+](=O)[O-])cc2Cl)ccc1OC(F)F (stereo not drawn)	5.9	6.4	-16.5	0.5	-5.4	1.8	-0.3	0.1	97.0	-53.3
CN(C)C(=O)c1cnc(Sc2ncc(C(F)(F)F)cc2Cl)n1C	-4.0	17.1	-5.3	0.8	-0.8	.	-2.9	0.1	100.0	-1.3
CCN(CC)C(=O)CSC1=Nc2ccccc2C2=NC(Cc3c[nH]c4ccccc34)C(=O)N12 (stereo not drawn)	1.1	-5.4	-4.6	-2.5	1.1	4.2	-5.6	3.4	94.0	25.1
CCN1C(=O)[C@H]2[C@@H](c3ccc(-c4ccccc4)cc3)N[C@@](CC(C)C)(C(=O)OC)[C@H]2C1=O	6.0	0.2	-10.6	0.4	-0.9	9.5	-1.3	-0.1	100.0	-4.7
CC(C)(C)c1ccccc1NC(=O)c1ccc2c(c1)SC1=NS(=O)(=O)CCN12	9.6	21.8	-4.6	0.1	3.0	-9.4	2.7	-0.1	96.0	0.9
Cc1ccc(N2CC(C(=O)N3CCC(C(=O)NC(C)(C)C)CC3)CC2=O)cc1 (stereo not drawn)	1.4	0.5	-2.9	-0.7	1.7	-4.3	-0.6	0.4	96.0	9.8
COc1cc(-c2cc(-c3ccccc3)nc(SCC(=O)O)c2C#N)cc(OC)c1OC	6.6	-20.7	-4.0	-1.9	1.3	-13.4	-4.1	-0.2	96.0	-10.6
Fc1ccc(-c2nnc3sc(C4COc5ccccc5O4)nn23)cc1 (stereo not drawn)	-2.3	1.2	-9.0	3.0	1.4	1.5	3.0	0.3	96.0	-7.0
O=C(Nc1ccccc1[N+](=O)[O-])OCC=Cc1ccccc1	-8.2	-6.6	-2.8	-1.7	1.9	.	8.4	-0.2	98.0	-1.1
CN(CCc1ccccc1)C1CCCN(C(=O)Cn2cccn2)C1 (stereo not drawn)	3.3	0.2	-3.4	-0.8	2.0	2.4	-3.3	0.9	92.0	4.3
Cc1ccc(-n2c(NN)nc3ccccc3c2=O)c(C)c1	-0.6	2.1	-3.7	-1.1	3.3	-0.7	3.1	0.1	97.0	-2.0
Cc1nc2ccc(NC(=O)c3cccc(C(F)(F)F)c3)cc2o1	-2.4	-1.9	-6.1	-1.0	3.5	-2.8	3.0	0.1	99.0	-3.7
CCc1nc2ccccc2n1CC(=O)Nc1cc(C)on1	3.0	-8.3	-19.5	-2.0	0.1	-2.3	8.4	0.1	101.0	-1.5
CC(OC(=O)Cc1c[nH]c2ccccc12)C(=O)c1ccccc1 (stereo not drawn)	0.3	1.9	-7.0	0.5	-1.6	-0.3	1.1	1.9	99.0	-10.3
Cc1ccc2oc(C(Cl)(Cl)Cl)cc(=O)c2c1	-7.4	-17.2	-8.3	0.6	1.1	5.1	-1.7	-0.2	108.0	3.1
S=C(NCc1ccccc1)N1CCc2ccccc2C1	-13.7	7.5	-19.5	-0.3	-2.2	0.7	-4.8	1.1	98.0	6.3

Source: PubChem BioAssay (several laboratories)
